TrxR1 inh: rat TrxR1 inhibition | O89049 | recombinant rTrxR1, NADPH fluorescence consumption, selenite substrate | Potency, µM (highest dose often 114 µM), for inactives: at the highest dose activity change, negative = inhibition, usual class: inhibitors | 1% of 390,000 active | AID 588453; note: potency is the fitted concentration of half-maximal effect; % is set by controls: 0 for no effect and ±100 for the full control effect; nearly all actives have a fitted effect of over 65% in size
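Rat TrxR1 (90 nM in the dispensed reagent) was pre-reduced with 400 uM NADPH for 5 min at room temperature, then incubated with compound for 15 min. After 400 uM selenite was added, NADPH fluorescence (Ex 340/Em 450 nm) was followed for 8 min.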
HP1b chromo inh: inhibitors of HP1-beta chromodomain binding to methylated histone tails | Potency, µM (doses to about 114 µM), inactives show at the top dose activity change, negative = inhibition, actives largely listed as inhibitors | 0.56% of 390,000 active | AlphaScreen HP1-beta / biotin-H3K9me3 peptide binding | P83916 | AID 540317; note: potency is the fitted concentration of half-maximal effect; nearly all actives have a fitted effect of over 70% in size; inactives centre near 23
Target sequence (P83916 whole entry, looked up): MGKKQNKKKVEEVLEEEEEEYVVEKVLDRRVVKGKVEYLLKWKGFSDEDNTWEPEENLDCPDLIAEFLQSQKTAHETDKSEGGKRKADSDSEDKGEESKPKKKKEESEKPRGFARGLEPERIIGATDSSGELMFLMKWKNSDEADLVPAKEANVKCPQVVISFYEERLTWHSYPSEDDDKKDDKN
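AlphaScreen: HP1-beta (50 nM) preformed 30 min with biotin-H3(1-18)K9me3 peptide (50 nM) in PBS pH 7.4, 0.01% Tween-20. Compound added for 30 min at RT, then streptavidin donor/nickel chelate acceptor beads (10 ug/mL) for 30 min.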
PI4K2A block: PI4K2A (human) kinase inhibition; Q9BTU6; purified PI4K2A, ADP-Glo luminescence, 1 h; hits give low values; activity change, negative = inhibition, % at 76.9 µM; 0.13% of 420,000 active; AID 1346378; in the data active = activity change below about -50%; inconclusive = mostly about -30% to -49%;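 note: -100% = wells without enzyme as full effect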
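In this quantitative HTS, ADP production by PI4K2A was quantified luminescently after 1 h at ambient temperature; 100 microM adenosine served as plate-quality control.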
TrxR1 substrate: rat thioredoxin reductase 1 substrate activity; purified TrxR1 substrate turnover, NADPH consumption readout; Potency, µM (titrated, usually from 114 µM), for the others: at the top dose activity change, negative = substrate turnover; 0.01% of 390,000 active; AID 588456; note: potency is the fitted concentration of half-maximal effect; % is set by controls: 0 for no effect and ±100 for the full control effect; nearly all actives have a fitted effect of over 50% in size
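Rat TrxR1, dispensed at 90 nM, was prereduced with 400 uM NADPH (final) for 5 min at ~22 deg C, then incubated with compound 15 min before 400 uM selenite. A first-read NADPH fluorescence drop versus no-compound background flagged substrates.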
mIDH1 inhibitor: inhibitors of human mutant IDH1 R132H; AID 602179; 0.093% of 390,000 active; IDH1-R132H enzyme, NADPH consumption, diaphorase/resazurin fluorescence; Potency, µM (highest dose often 76.6 µM), for the others: top-dose activity change, negative = inhibition, most hits filed as inhibitors; O75874; note: potency is the fitted concentration of half-maximal effect; % is set by controls: 0 for no effect and ±100 for the full control effect; nearly all actives have a fitted effect of over 65% in size
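IDH1-R132H (0.5 ug/mL) preincubated 30 min with compound, then NADPH (0.016 mM) and alpha-KG (2 mM) added; 80 min at RT, pH 7.5. Remaining NADPH coupled via diaphorase/resazurin to fluorescence (540/590 nm); concentration-response curves normalized to no-enzyme control.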
Tb PGK inh: blocks T. brucei phosphoglycerate kinase; P07378; PGK/GAPDH coupled, Kinase-Glo luminescence, 60 min; Potency, µM (top dose mostly 57.5 µM), inactives show top-dose activity change, negative = inhibition, usual class: inhibitors; 0.043% of 380,000 active; note: potency is the fitted concentration of half-maximal effect; % is set by controls: 0 for no effect and ±100 for the full control effect; nearly all actives have a fitted effect of over 60% in size
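Luminescent ATP detection (Kinase-Glo Plus) follows a 60-minute room-temperature incubation, with wells lacking PGK as controls. Buffer: 100 mM TEA (pH 7.6), 5 mM MgCl2, 0.01% Tween-20. Coupling enzyme GAPDH (100 nM final) supplies unstable 1,3-BPG in-well.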
GLS inhibitor: glutaminase GLS (human) inhibition; O94925; GLS enzymatic activity, qHTS titration; AID 624170; Potency, µM (highest dose often 45.5 µM), inactives show at the highest dose activity change, negative = inhibition, hits mostly inhibitors; 0.21% of 410,000 active; note: potency is the fitted concentration of half-maximal effect; % is set by controls: 0 for no effect and ±100 for the full control effect
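hKGA; 45 mM KH2PO4 pH 8.2 + 0.02% Tween-20; cpd via pin tool; 1 mM Gln soln; GluOx/HRP/Amplex Red; RT 30 min; fluor. t0 & final.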
Pin1 inhibitor: inhibitors of human Pin1 | Q13526 | Pin1 FP peptide displacement, HiFluor488, 10 min | Potency, µM (highest dose often 115 µM), without a hit: at the top dose activity, negative = inhibition, hits mostly inhibitors | 0.009% of 390,000 active; active = well fitted inhibition curve with a large enough effect in the polarisation, with a control signal flat, not every such curve was filed as active; inconclusive = small, poorly fitted or top-dose-only effect, or effect the other way, or a change in a side signal; inactive = no such curve, though single readings can be large or run the other way; the % refers to the polarisation; note: potency is the fitted concentration of half-maximal effect; % is set by controls: 0 for no effect and ±100 for the full control effect
USP1 inh: inhibitors of human USP1/UAF1 deubiquitinase; recombinant USP1/UAF1, Ub-Rhodamine cleavage fluorescence; Potency, µM (titrated, usually from 57.1 µM), for the others: at the highest dose activity change, negative = inhibition, usual class: inhibitors; 0.23% of 390,000 active; O94782; note: potency is the fitted concentration of half-maximal effect; % is set by controls: 0 for no effect and ±100 for the full control effect; nearly all actives have a fitted effect of over 60% in size; inactives centre near -12
Target sequence (O94782 whole entry, looked up): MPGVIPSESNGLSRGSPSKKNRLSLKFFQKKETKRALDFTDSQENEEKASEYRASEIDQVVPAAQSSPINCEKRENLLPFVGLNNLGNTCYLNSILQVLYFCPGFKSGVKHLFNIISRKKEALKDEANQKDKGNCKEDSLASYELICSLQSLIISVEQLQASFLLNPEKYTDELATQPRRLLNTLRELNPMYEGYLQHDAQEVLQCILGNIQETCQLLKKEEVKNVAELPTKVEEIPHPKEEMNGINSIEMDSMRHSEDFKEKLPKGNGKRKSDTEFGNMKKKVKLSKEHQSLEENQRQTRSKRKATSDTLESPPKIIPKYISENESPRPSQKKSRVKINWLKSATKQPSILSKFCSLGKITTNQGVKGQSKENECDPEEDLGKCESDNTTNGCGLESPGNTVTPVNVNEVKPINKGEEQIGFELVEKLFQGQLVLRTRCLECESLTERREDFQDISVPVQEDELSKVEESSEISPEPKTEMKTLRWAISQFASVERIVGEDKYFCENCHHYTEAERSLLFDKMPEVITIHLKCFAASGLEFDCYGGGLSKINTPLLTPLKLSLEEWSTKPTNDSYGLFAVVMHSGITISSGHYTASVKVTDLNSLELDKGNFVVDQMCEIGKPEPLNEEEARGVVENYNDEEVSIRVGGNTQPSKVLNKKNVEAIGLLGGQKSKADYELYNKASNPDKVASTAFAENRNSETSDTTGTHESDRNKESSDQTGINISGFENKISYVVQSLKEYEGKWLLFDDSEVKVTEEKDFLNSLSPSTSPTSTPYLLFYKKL
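Step one: compound is pinned into 1nM USP1/UAF1 in HEPES pH 7.8 buffer with TCEP. Step two: 15 min room-temperature incubation. Step three: Ub-Rho (150nM final) starts cleavage, tracked by fluorescence over six one-minute reads.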
Starred values were filed as active, the others as inactive; i = inactive; ? = inconclusive; / = not tested or not shown; [ ] = another dose, or the depositor's remark. Unless noted, calls come from the whole dose curve; as a rule, active = well fitted curve in the direction sought with a large enough effect; inconclusive = small, poorly fitted or top-dose-only effect, or another doubt; inactive = no such curve, though single readings can be large; an effect the other way counts as inactive or inconclusive. An excerpt; rates above refer to the full screens.

SMILES	TrxR1 inh	HP1b chromo inh	PI4K2A block	TrxR1 substrate	mIDH1 inhibitor	Tb PGK inh	GLS inhibitor	Pin1 inhibitor	USP1 inh
Cc1ccc(S(=O)(=O)Nc2ccc3c(c2)C(=O)N([C@H](C)CO)C[C@H](C)[C@@H](CN(C)Cc2ccccc2)O3)cc1	0%	-1%	-4	-4%	-7%	2%	-10%	0%	-20%
Cc1ccc(C(C)C)c(OCCNC(=O)c2ccccc2O)c1	5%[57.1 µM]	139%[activator]	0	15%	7%	i	-14%	-1%	-35%
COc1ccc(CCNC(=O)c2c(N)no[n+]2[O-])cc1OC	-6%	28%	2	-8%	-6%	3%	10%	0%	-8%
CCOc1ccc(-n2c(SC(C)C(=O)OC)nc3c([nH]c4ccccc43)c2=O)cc1 (stereo unspecified)	23%[57.1 µM]	26%[57 µM]	1	0%[57.1 µM]	-1%	-2%	-5%	-6%	-30%
CCSc1nn(CC(=O)Nc2cccc(Cl)c2)c(N)c1S(=O)(=O)c1ccc(OC)cc1	32%[activator][57.1 µM]	-17%	3	6%[57.1 µM]	-8%	-7%	-8%	23%	?
O=C(NCc1ccccc1)C1=C[C@@H](c2ccc(Br)cc2)C[C@@H](OCc2ccc(CO)cc2)O1	8%	16%	-1	-3%	3%	-11%	6%	28%	-18%
Cc1cc2ccccc2n1CCNC(=O)C(C)C	-2%[57.1 µM]	7%	-3	-1%[57.1 µM]	22%	-5%	-10%	?	-21%
CCCCNC(=O)C(=O)N/N=C/c1ccc(C(=O)OC)cc1	20%	30%	-3	0%	-2%	-4%	12%	2%	-2%
O=C(Nc1cccc(O)c1)c1cccc(S(=O)(=O)N2CCCCCC2)c1	9%	16%	1	-4%	-1%	4%	0%	6%	-23%
Nc1cc(=O)[nH]c(SCC(=O)NC2CCCCCCC2)n1	16%[57.1 µM]	24%[57 µM]	-5	-3%[2.29 µM]	-13%	-5%	-14%	0%	3%
Cc1cc(=O)n2[nH]c(SCc3ccc(Cl)cc3)nc2n1	-3%[57.1 µM]	20%	-1	-2%	5%	-2%	-3%	1%	-14%
COc1ccccc1-n1c(C)nc2cc(C(=O)NCc3ccc4c(c3)OCO4)ccc21	1%	1%	1	-3%	0%	i	-6%	7%	-17%
O=C(Nc1ccccn1)Nc1ccccc1Cl	15%	28%	-4	2%	15%	i	-2%	2%	-16%
CC(OC(=O)CNC(=O)c1ccc(Cl)c([N+](=O)[O-])c1)C(=O)NCc1ccco1 (stereo unspecified)	-7%[57.1 µM]	1%	2	-2%[57.1 µM]	-8%	-6%	2%	7%	-24%
COCCNC(=O)c1cc(-c2cccc(OC)c2)on1	11%	6%	0	8%	4%	-10%	0%	7%	-6%
Cc1ccc(C(=O)N[C@H](C(=O)Nc2cc(Cl)cc(Cl)c2)C(C)C)cc1	10%[57.1 µM]	32%	-6	-6%	0%	-6%	-7%	-5%	-1%
CC1=C(C#N)c2nc(N)c(C#N)c(C)c2/C1=C\c1ccc(-c2ccccc2C(=O)O)o1	-37%	45µM*	-8	0%[57.1 µM]	?	-29%	-14%	/	?
Cc1c(C(=O)NN)nn(-c2ccc(Cl)cc2)c(=O)c1C#N	25%[57.1 µM]	6%	-2	7%[57.1 µM]	-4%	-8%	?	-3%	-17%
CCCCCCCCn1cnc2c(N)c(C)c(C)cc21	3%	?	3	-12%	15%	-5%	-9%	-2%	-15%
COc1ccc(NCC(=O)N/N=C2\CCc3ccccc32)cc1	11%	-6%	0	-6%	0%	-1%	20%	0%	-16%
O=C(CCCn1c(=S)[nH]c2ccccc2c1=O)NC1CCCCC1	10%	57%[activator]	-1	5%	1%	i	/	-1%	-19%
COCCCNC(=O)Cn1nnc(-c2ccc(NC(=O)c3ccccc3F)cc2)n1	8%[57.1 µM]	21%	3	-4%	1%	-2%	9%	59%[activator]	3%
COc1ccc(S(=O)(=O)NNC(=O)C2CC(c3cccnc3)=NO2)cc1 (stereo unspecified)	16%[11.4 µM]	35%	-26	11%[57.1 µM]	1%	8%	6%	8%	-16%
CCSc1cc(C)nc2c(-c3ccc(Cl)cc3)c(C)nn12	16%	21%	-2	25%	1%	-1%	2%	-1%	-6%
NC(=NC(=O)c1ccc(Cl)cc1)N1N=CCC1c1ccccc1 (stereo unspecified)	20%[57.1 µM]	23%	-17	4%[57.1 µM]	11%	6%	-4%	4%	-12%
Other results.
SMILES	TrxR1 inh	HP1b chromo inh	PI4K2A block	TrxR1 substrate	mIDH1 inhibitor	Tb PGK inh	GLS inhibitor	Pin1 inhibitor	USP1 inh
CCOC(=O)c1ccc(NC(=O)CCC(=O)OC)cc1	21%	59%[activator]	2	-9%[57.1 µM]	3%	-1%	2%	-4%	-19%
Cc1nn(CCCC(=O)NCc2ccccc2)c(=O)c2nccn12	9%[57.1 µM]	27%	0	10%[57.1 µM]	-5%	i	3%	3%	-16%
COCCNC(=O)c1nn(-c2ccc(Cl)cc2)nc1CO	28%	24%	1	48%[activator]	-5%	-10%	-27%	-3%	-3%
Cc1ccccc1NC(=O)/C(=C\c1cccs1)NC(=O)c1ccco1	7%	9%	-4	-2%	5%	-2%	8%	1%	-2%
Cc1nn2c(NCCN(C)C)c3c(nc2c1-c1ccccc1)CCC3	20%	35%	2	7%	0%	1%	16%	-1%	-24%
O=C(NCc1ccc2c(c1)OCO2)c1ccc2c(c1)N(Cc1ccccc1)C(=O)c1ccccc1S2=O (stereo unspecified)	15%	4%	1	6%	11%	-8%	3%	3%	-26%
COc1ccc(-n2c(=S)[nH]c3ccccc3c2=S)cc1	-9%	39%[activator]	2	-4%	-5%	0%	2%	-5%	1%
COc1ccc(S(=O)(=O)N(C)C[C@@H]2OCCCC[C@@H](C)Oc3ccc(NS(=O)(=O)c4cccs4)cc3C(=O)N([C@H](C)CO)C[C@@H]2C)cc1	/	/	3	/	-6%	-3%	0%	/	?
Cc1cc(NC(=O)CSc2nnnn2Cc2ccccc2)no1	7%	-8%	4	4%[57.1 µM]	-6%	-4%	-4%	1%	4%
CCn1ccnc1C(O)c1cccc(OC)c1OC (stereo unspecified)	10%	27%	-4	3%	3%	i	0%	-2%	?
C=C(C)c1sc(-c2ccc(Cl)cc2)nc1C	5%	91%[activator]	-1	9%	1%[38.3 µM]	i	7%	2%	-22%
O=C(NC1CCCCCC1)c1cc(S(=O)(=O)N2CCOCC2)ccc1N1CCCCC1	10%[57.1 µM]	47%	-2	9%[57.1 µM]	5%	i	-20%	0%	-13%
CCOC(=O)c1cc(C)n(-c2ccc(OC)c(OC)c2)c1C	-2%	12%	-1	11%[57.1 µM]	5%	2%	0%	0%	-8%
O=C(Nc1ccccc1C(=O)O)c1cc(S(=O)(=O)N2CCCCC2)cs1	20%[57.1 µM]	41%[activator]	-8	8%[57.1 µM]	1%	i	-1%	-5%	-1%
Cc1ccc(-c2nc(NC(=O)CSc3ncnc4sc5c(c34)CCC(C)C5)ns2)cc1 (stereo unspecified)	36%[activator]	27%	0	7%	-14%	1%	-5%	11%	3%
Cc1ccccc1NC(=O)N1CCN(C/C=C/c2ccccc2)CC1	13%	48%[activator]	-3	4%	5%	6%	-2%	-3%	-4%
COCCNC(=S)N/N=C(\C)c1cccc(OC)c1	-2%[57.1 µM]	13%	-4	-1%[57.1 µM]	-4%	-2%	1%	-2%	-7%
O=C(NCc1ccc(Cl)cc1)C1CCN(c2cnccn2)CC1	-5%	24%	-1	0%	-1%	-7%	0%	-3%	-11%
CN1C[C@@H]2[C@@H]3C(=O)N(Cc4ccccc4)C(=O)[C@@H]3[C@](Cc3ccccc3)(C1=O)N2C(=O)c1ccc(C(C)(C)C)cc1	6%[57.1 µM]	28%	1	6%[57.1 µM]	-20%	10%	-6%	4%	-26%
Clc1ccc2c(N/N=C/c3cccc(Br)c3)ccnc2c1	-5%	13%	-2	0%	-1%	6%	16%	0%	-13%
O=C(O)c1ccc(N/N=C/c2cn(Cc3ccccc3F)c3ccccc23)cc1	8%	-16%	1	19%	2%	-6%	10%	?	?
COc1ccc(Cc2nc3ccccc3n2Cc2ccccc2F)cc1	3%	54%	-1	-5%	3%	15%	16%	-4%	?
O=C(CS(=O)(=O)Cc1ccccc1)Nc1nnc(C(F)(F)F)s1	?	4%	0	-8%	-10%	6%	1%	?	-12%
CC(C)(CO)CNC(=O)c1ccc2nc(Cc3cccc(Cl)c3)oc2c1	14%[57.1 µM]	37%[activator]	-2	-3%	4%	-3%	-10%	-17%	-13%
CCCN(c1ccc(C(=O)OC)cc1)S(=O)(=O)c1ccccc1	7%[57.1 µM]	33%	5	7%[57.1 µM]	8%	3%	2%	1%	-13%
CC1(C)Cc2c(sc(NC(=O)C(=O)NCCCN3CCOCC3)c2C(N)=O)CO1	32%[57.1 µM]	68%[activator]	-6	-5%[57.1 µM]	-1%	i	-3%	-1%	-15%
Cc1cc(S(=O)(=O)Nc2ccc(C(=O)O)cc2)c(C)c(S(=O)(=O)c2ccc(Cl)cc2)c1	3%	28%	-3	1%	-16%	9%	-3%	3%	11%
CC1(c2ccccc2)NC(=O)N(CC(=O)NCc2ccc3c(c2)OCO3)C1=O (stereo unspecified)	15%	14%	-3	1%	0%	-10%	-1%	-5%	-22%
N#C/C(C(=S)Nc1ccccc1)=C1/NN=C(N2CCOCC2)N1c1ccccc1	-22%	6%	-2	-2%	-3%	-5%	16%	0%	-21%
